PG9 binder = binders of HIV-1 gp120 antibody PG9, primary screen, biochemical, TR-FRET; HIV-1 gp120 / PG9 antibody interaction; TR-FRET gp120-PG9 antibody binding; inhibition, % at 6.7 µM; hit rate 0.43% among 360,000; in the data active = inhibition above about 8.5%
PRMT1 inh = PRMT1 methyltransferase inhibitors, primary screen, biochemical, fluorescence polarization; recombinant PRMT1, activity-based probe fluorescence polarization; hit rate 1.3% among 370,000; AID 652257, 2013; Protein arginine N-methyltransferase 1 (Homo sapiens), Q99873; inhibition, % at 2.79 µM;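 active = inhibition above about 21% made by adding two undisclosed values, limit read from the data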
Target sequence (Q99873 whole entry, looked up): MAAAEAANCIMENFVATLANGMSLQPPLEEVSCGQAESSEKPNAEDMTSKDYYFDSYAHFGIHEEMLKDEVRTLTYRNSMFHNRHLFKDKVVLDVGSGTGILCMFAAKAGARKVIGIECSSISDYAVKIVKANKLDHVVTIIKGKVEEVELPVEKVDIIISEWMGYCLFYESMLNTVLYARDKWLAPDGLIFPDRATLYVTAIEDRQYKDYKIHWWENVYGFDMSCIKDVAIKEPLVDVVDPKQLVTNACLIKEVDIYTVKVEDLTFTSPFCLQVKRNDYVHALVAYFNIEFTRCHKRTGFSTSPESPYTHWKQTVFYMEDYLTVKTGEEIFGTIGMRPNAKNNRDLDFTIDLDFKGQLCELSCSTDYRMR
LEDGF integ inh = blockers of LEDGF/p75-dependent integrase strand transfer – biochemical, TR-FRET, high throughput, primary screen | HIV-1 integrase (with human LEDGF/p75) | TR-FRET IN-LEDGF/p75 DNA integration, Eu/Cy5 | inhibition, % at 3.7 µM | hit rate 0.64% among 370,000 | AID 743269, 2014;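 active = inhibition above the screen-wide mean plus 3 SD, cut at about 13% in these data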;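 note: signal is the Cy5 over europium emission ratio at 671 and 618 nm; 0% = plate median of compound wells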
HTRA1 inhibitor = HTRA1 serine protease inhibitors, primary screen, biochemical, fluorescence polarization, HTS; Q92743; recombinant HTRA1, FP-rhodamine activity-based probe; inhibition, % at 5.96 µM; hit rate 0.5% among 340,000; in the data active = inhibition above about 36%;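 note: 0% = enzyme with DMSO and 100% = wells lacking enzyme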
TDP2 inh = human TDP2 enzyme inhibitors, primary screen, biochemical, epi absorbance, recombinant enzyme; Tyrosyl-DNA phosphodiesterase 2 (Homo sapiens), O95551; T5PNP hydrolysis, p-nitrophenol absorbance 415 nm; inhibition, % at 12.8 µM; hit rate 0.34% among 370,000;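 active = inhibition above the mean of all tested compounds plus 3 SD, set per campaign, cut at about 25% in these data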;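 note: 0% = DMSO with enzyme and 100% = buffer with substrate but no TDP2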
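Assay system: recombinant human TDP2 / Reagent: T5PNP substrate at 5 mM, a TopII-DNA adduct mimic / Measured by: epi absorbance from released p-nitrophenol / Evaluation: % inhibition relative to enzyme-containing and enzyme-free wells / Control set: enzyme-free and DMSO wells / Replicates: each compound tested once, singlicate / Schedule: enzyme reaction with compound for 2 h at 37 °C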
Rev-erbA mod = modulators of Rev-erb alpha DNA binding, primary screen, biochemical, FITC-DNA, fluorescence polarization, uHTS; Rev-erbα–FITC-DNA binding, 90 min; hit rate 0.79% among 370,000; AID 1259318, 2017; activity, % at 10 µM; Nuclear receptor subfamily 1 group D member 1 (Homo sapiens), P20393;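 active = activity above about 14%, limit read from the data; passing the limit was not always enough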;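 note: 0% = DMSO wells with 35 nM protein and 100% = DMSO wells with 750 nM protein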
Target sequence (P20393 whole entry, looked up): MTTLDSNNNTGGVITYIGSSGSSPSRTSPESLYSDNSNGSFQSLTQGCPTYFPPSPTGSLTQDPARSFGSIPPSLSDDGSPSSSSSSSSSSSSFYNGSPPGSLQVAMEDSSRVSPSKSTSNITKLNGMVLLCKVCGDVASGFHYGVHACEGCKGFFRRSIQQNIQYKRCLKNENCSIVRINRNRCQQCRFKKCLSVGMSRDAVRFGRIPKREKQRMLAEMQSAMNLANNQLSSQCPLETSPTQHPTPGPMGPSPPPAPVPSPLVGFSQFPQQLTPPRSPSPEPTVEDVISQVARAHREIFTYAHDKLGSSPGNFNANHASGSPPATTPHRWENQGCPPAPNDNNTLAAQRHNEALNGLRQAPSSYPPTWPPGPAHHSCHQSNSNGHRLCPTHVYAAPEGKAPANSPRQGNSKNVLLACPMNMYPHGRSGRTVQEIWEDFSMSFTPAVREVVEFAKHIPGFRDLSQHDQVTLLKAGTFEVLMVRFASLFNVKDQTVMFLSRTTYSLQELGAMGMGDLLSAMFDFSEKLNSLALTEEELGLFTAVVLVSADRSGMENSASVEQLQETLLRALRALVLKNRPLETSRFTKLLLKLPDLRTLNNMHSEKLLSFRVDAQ
SIAE primary = human SIAE inhibitors, primary screen, biochemical, fluorescence polarization, FP-Rh probe, 1536-well HTS; inhibition, % at 9.66 µM; hit rate 0.69% among 370,000; SIAE FP-Rh probe binding; AID 1053197, 2014; Sialate O-acetylesterase (Homo sapiens), Q9HAT2;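 active = inhibition above a cutoff: mean of compounds within the control limits plus 3 SD of those, cut at about 17% in these data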;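 note: 0% = plate median of compound wells and 100% = probe without SIAE protein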
rCAG RNA binder = binders of r(CAG) RNA repeats, primary screen, biochemical, fluorescence; AID 651821, 2012; inhibition, % at 3 µM; hit rate 1.3% among 370,000; r(CAG) RNA repeat, TO-PRO-1 dye displacement fluorescence;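 active = inhibition above the plate cutoff, the mean of all test compounds on that plate plus 3 SD, cut at about 35% in these data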;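 note: 0% = DMSO alone and 100% = 100 µM mitoxantrone as full dye displacement; higher means more dye released from RNA so lower well fluorescence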
ABHD4 inh = ABHD4 inhibitors, primary screen, biochemical, fluorescence polarization, mouse. inhibition, % at 8.92 µM. hit rate 0.54% among 370,000. (Lyso)-N-acylphosphatidylethanolamine lipase (Mus musculus), Q8VD66. purified mABHD4, FP-Rh probe fluorescence polarization;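 active = inhibition exceeding the mean over every tested compound plus 3 SD, cut at about 30% in these data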;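 note: 0% = plate median of compound wells and 100% = S159A mutant with DMSO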
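Assay system: Wild-type mouse ABHD4 protein | Medium: HEPES pH 7.0 buffer, 150 mM NaCl, 0.01% Pluronic F-127 | Incubation: Enzyme–compound pre-incubation 45 min, then probe 60 min, both 25 °C | Technique: Fluorescence polarization with parallel and perpendicular emission, 525/598 nm | Evaluation: % inhibition of FP-Rh probe binding versus controls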
TCR CD3 inh = inhibitors of human TCR-CD3 interaction, primary screen, biochemical, fluorescence, TAMRA-labeled TCR probe; T-cell receptor (TCR); inhibition, % at 9.4 µM; hit rate 0.37% among 360,000; AID 651800, 2012; in the data active = inhibition above about 19%;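 note: recombinant mutant TCR 2C K166C tagged with TAMRA read by polarization; 0% = receptor in buffer alone and 100% = receptor with positive control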
Numbers without * were called inactive; / = no result given. Only part of the results is shown. The share of hits here may be higher or lower than overall.

SMILES	PG9 binder	PRMT1 inh	LEDGF integ inh	HTRA1 inhibitor	TDP2 inh	Rev-erbA mod	SIAE primary	rCAG RNA binder	ABHD4 inh	TCR CD3 inh
O=C(CNS(=O)(=O)c1ccc(F)c(Cl)c1)NCCc1ccccc1	-0.3	1	-2	5	-5	-1	-1	-1	-3	-7
O=C(NC(CO)C(=O)OCc1ccccc1)OCc1ccccc1 (stereo not given)	1.2	1	-4	0	-2	-3	-1	-6	1	-11
COc1ccc(CSCCc2n[nH]c(=S)n2-c2ccccc2)cc1C	0.3	6	-4	-2	1	-2	5	2	5	-9
CCSc1nnc(NC(=O)/C=C/c2ccco2)s1	-1.0	3	4	-5	-13	4	-10	6	4	-1
O=C(Nc1ccc(Cl)cc1C(=O)NCC1CCCO1)c1ccc(Cl)cc1Cl (stereo not given)	0.8	-4	3	-21	-2	0	-7	1	-4	15
CC/C=C/C(=O)N1CC2(CC(c3cccc(NC(=O)COc4ccc(Cl)cc4)c3)=NO2)C[C@H]1C(N)=O (stereo not given in full)	-0.4	-1	0	-4	-12	0	-9	-1	-13	4
CCOC(=O)C1=CCC(c2cccc(Cl)c2)N(S(=O)(=O)c2ccc(C)cc2)C1 (stereo not given)	-0.6	0	5	/	-4	0	-2	11	-11	6
Cc1ccccc1C(=O)Nc1cccc(-c2nnc(SCC(=O)O)n2C)c1	-0.3	3	-1	11	-3	-3	1	2	2	3
COc1ccc(CN(C(=O)CN2C(=O)c3ccccc3S2(=O)=O)C(C(=O)NCC2CCCO2)c2ccco2)cc1 (stereo not given)	-0.2	2	-1	0	9	4	-2	-2	8	-10
CCOC(=O)c1ccc(N=c2scc(C)n2CC)cc1	-1.0	2	-1	-6	0	-4	4	-2	14	0
O=C(O)c1ccccc1-c1nc2ccccc2c(=O)n1O	-1.4	2	-4	5	12	-4	5	2	11	0
Cc1ccccc1Nc1nc(N)nc(COC(=O)c2ccc3c(c2)OCCO3)n1	-0.5	4	1	-9	-4	-1	-5	3	-1	-3
CSc1ccc(S(=O)(=O)NCC(=O)OCC(=O)NCCc2ccccc2)cc1[N+](=O)[O-]	0.0	-1	3	-5	7	7	-4	7	5	2
COc1ccc(C(=O)NNC(=O)Cn2nnc(-c3ccc(OC)c(OC)c3)n2)cc1	-0.1	-3	0	0	-6	13	0	4	3	5
Cc1cccc(C2=NN(c3ccc(Br)cc3)[C@@H](C(=O)N3CCOC3=O)[C@@H]2C)c1	0.8	-2	6	8	2	4	5	6	-9	8
Cc1ccc(Nc2ccc([N+](=O)[O-])ccc2=O)cc1	-3.3	5	0	17	22	14	1	0	-1	1
N#Cc1c(N)nc2c(c1-c1ccc(F)cc1)c(=O)nc1sccn12	2.0	-2	9	3	-4	1	-3	2	-1	3
CCNC(=O)NC(=O)CSc1nnc(-c2c[nH]c3ccccc23)o1	-2.9	0	0	-9	12	1	-5	3	-6	3
COc1ccc(/C=N/OC/C(O)=C(\C#N)c2nc3ccccc3[nH]2)cc1	-0.8	2	-3	4	9	-17	-2	3	7	5
COc1cc(OC)c(C(=O)O/N=C(\N)c2ccc(C)cc2)cc1OC	2.0	2	-5	-24	-3	-1	-5	-3	-18	-7
Cc1ccc(C)c(C(=O)Nc2ccncc2)c1	-0.7	-2	-3	3	-1	0	-3	-1	5	6
CCC(C(=O)NCc1ccco1)n1nc(C)n2c(cc3occc32)c1=O (stereo not given)	1.9	13	2	-2	-17	2	-3	6	5	2
Cc1cc(NC(=O)c2cc(-c3ccc4c(c3)OCO4)on2)n(-c2ccccc2)n1	0.6	-1	-4	1	-3	-2	-6	0	-5	-4
Cc1nn(-c2ccccc2)c(=S)c2ccccc12	-3.9	-3	2	0	-4	-1	8	0	2	2
Nc1ccc[n+](CC(=O)c2ccccc2)c1	0.0	2	4	10	-7	1	4	1	7	-2
Fc1ccc(NC(=S)NC23CN4CN(CN(C4)C2)C3)cc1	-0.9	1	0	0	3	-2	3	2	6	0
COCCn1c(CCC(=O)O)ccc1-c1cccs1	-2.4	4	3	-1	3	-3	6	1	-2	6
O=C(CSc1ncccc1C(=O)O)c1ccccc1F	-2.5	-3	6	1	-1	-4	0	1	4	9
CC1(Cc2ccc(OC(F)(F)F)cc2)C(=O)Nc2c(Cl)ccc(Cl)c21 (stereo not given)	-0.5	1	-6	/	-9	-1	-7	-3	-9	3
Cc1ccc(CNC(=O)CNC(=O)c2ccc(Br)o2)cc1	-1.8	-6	-1	-2	-14	2	8	-3	-8	10
CCc1ccc(OCC(=O)NC(NC(=S)Nc2ccc(Cl)cc2)C(Cl)(Cl)Cl)cc1 (stereo not given)	-0.5	-2	-4	-16	9	1	-20	3	-4	-4
CC(=O)c1ccccc1OCCCN1CCCCC1	-0.8	0	-1	7	2	4	1	3	8	6
COc1ccnc(N=CNOCc2ccc(Cl)cc2)c1C#N	-1.8	-4	2	-1	1	-4	-4	0	-1	4
Cc1cc2ccccc2n1CCNC(=O)c1ccc(Br)o1	-1.9	27*	-2	57*	7	1	8	13	15	18
COC(=O)[C@H](CCSC)NC(=O)[C@@H](Cc1cnc[nH]1)NC(=O)OCc1ccccc1	0.0	-7	7	2	-18	3	-2	4	-9	-3
C=CCOc1cccc(CNn2nnnc2N)c1	1.5	-2	0	6	7	8	-4	0	2	-3
CCOc1ccc2nc(NC(NC(=O)CC)(C(=O)OC)C(F)(F)F)sc2c1 (stereo not given)	-3.1	-1	1	4	7	-4	13	0	0	-1
Cc1ccc(NC(=O)OCC(F)(F)C(F)F)cc1NC(=O)OCC(F)(F)C(F)F	0.4	-1	2	-13	-2	-2	6	-2	-16	2
Cc1cc(=O)oc2cc(OCC(=O)NCc3cccnc3)ccc12	1.2	1	-1	-5	-7	2	-1	0	1	5
O=C(NCCCN1CCOCC1)c1ccc(CS(=O)(=O)Cc2ccccc2Cl)o1	0.0	-1	0	2	3	1	-4	-1	-4	8
CC1(C(=O)NS(=O)(=O)c2ccc(C#N)cc2)CCN1C(=O)Cc1ccc(Cl)cc1Cl (stereo not given)	-0.1	4	-6	/	5	3	1	13	3	6
O=C(CSc1ncnc2sc(-c3ccccc3)cc12)NC1CCS(=O)(=O)C1 (stereo not given)	-2.0	0	1	-5	2	-1	-9	1	-6	11
CCOC(=O)C1CCN(CCC(=O)Nc2cccc(C)c2)CC1	-0.7	-3	-1	5	5	7	-3	-8	1	5
O=C(COc1coc(CN2CCN(c3ccccc3)CC2)cc1=O)Nc1cccc(F)c1	0.9	-2	-1	-1	10	-1	8	-1	-2	0
O=C(Cn1cnc2sc3c(c2c1=O)CCCC3)NCC(=O)Nc1ccc(F)cc1F	-0.5	3	-7	5	-11	0	-10	-1	9	-5
O=Cc1cnc2ccccc2c1-c1ccccc1	0.2	3	6	-21	7	2	0	-1	-1	-4
C=CCOc1ccc2c(c1)C(=NO)c1cc(OCC=C)ccc1-2	-0.3	-1	-1	-12	-2	0	-7	13	-25	0
COc1ccccc1C(=O)N1CCN=C1c1ccccc1	0.1	0	-3	8	-10	-1	-5	2	8	0
CCOC(=O)CC1C(=O)NCCN1Cc1cccc(C(F)(F)F)c1 (stereo not given)	-1.4	24*	-1	1	9	-9	0	0	7	-3
O=C(c1ccccc1NS(=O)(=O)c1ccccc1[N+](=O)[O-])N1CCCC1	-0.7	1	-4	-1	-6	-3	-4	3	-2	-7
CCC1CC(C(=O)Nc2ccccc2)C(=O)O1 (stereo not given)	-1.9	-2	-2	5	7	4	0	0	-1	2
CN1CCN(c2ccncc2S(=O)(=O)N2CCCC2)CC1	0.4	-3	0	4	-3	-4	9	1	4	-1
Cc1ccc(S(=O)(=O)NCCC(=O)NNC(=O)c2ccccc2Cl)cc1C	-0.9	-1	7	2	4	8	1	0	-1	9
CCOc1cc(/C=N/NC(=O)c2ccccn2)ccc1OC(=O)c1cccs1	0.1	3	-3	-1	3	6	-3	-5	-2	5
CC12CCCCN1CCCc1c2[nH]c2ccccc12 (stereo not given)	1.2	4	0	6	0	-1	10	-3	8	-2
O=C(Nc1ccc(N2CCN(C(=O)c3ccccc3)CC2)c(Cl)c1)c1ncn[nH]1	-0.5	0	0	1	9	-3	-7	1	5	14
CCNC(=O)COC(=O)c1cc(=O)[nH]c2ccccc12	0.0	4	4	3	17	-2	0	0	-4	-2
O=C(N/N=C/c1cc(Br)ccc1O)C(c1ccncc1)N1CCOCC1 (stereo not given)	-2.4	0	-12	0	-10	-1	-1	3	2	-3
Nc1nc2ccc(Br)cc2o1	-0.7	0	-1	-2	4	-6	-2	1	2	-3
Cc1c(C(=O)OCC(=O)Nc2ccc(C(N)=O)cc2)cccc1[N+](=O)[O-]	-1.7	0	-3	-9	2	4	-1	4	-1	-2

Later entries:
SMILES	PG9 binder	PRMT1 inh	LEDGF integ inh	HTRA1 inhibitor	TDP2 inh	Rev-erbA mod	SIAE primary	rCAG RNA binder	ABHD4 inh	TCR CD3 inh
O=C(NNC(=S)Nc1ccc(Br)cc1)c1cccnc1	-1.6	-1	-9	6	-6	-3	6	2	9	-5
CC(=O)Nc1cccc(Oc2ncnc3scc(-c4ccccc4)c23)c1	-1.8	-1	2	-32	0	5	-12	-1	-10	13
C=CCc1c(C)[nH]c2ccc(C)cc2c1=O	0.8	3	0	0	-1	-7	4	-3	8	-10
COC(=O)c1ccccc1NC(=O)N1CCN(c2ccc(OC)cc2)CC1	1.3	-1	0	1	8	-4	8	-4	-1	-6
C/C=C(\C)C(=O)NCCN1C2=NC[C@H](Cc3ccc(O)cc3)N2C[C@H]1Cc1ccc(O)cc1	-1.1	-2	2	-3	-2	5	-2	3	-4	-6

In a second layout: entries from further up
> CC(=O)Nc1cccc(Oc2ncnc3scc(-c4ccccc4)c23)c1
  PG9 binder: -1.8 | PRMT1 inh: -1 | LEDGF integ inh: 2 | HTRA1 inhibitor: -32 | TDP2 inh: 0 | Rev-erbA mod: 5 | SIAE primary: -12 | rCAG RNA binder: -1 | ABHD4 inh: -10 | TCR CD3 inh: 13
> C=CCc1c(C)[nH]c2ccc(C)cc2c1=O
  PG9 binder: 0.8 | PRMT1 inh: 3 | LEDGF integ inh: 0 | HTRA1 inhibitor: 0 | TDP2 inh: -1 | Rev-erbA mod: -7 | SIAE primary: 4 | rCAG RNA binder: -3 | ABHD4 inh: 8 | TCR CD3 inh: -10

Screens (PubChem)
